Screening results as filed in PubChem.
RPL19A TOR yeast: yeast TOR pathway RPL19A-GFP modulation | S. cerevisiae RPL19A-GFP strain, flow cytometry, 3 h; hits give low values | percent response vs DMSO, % at 10 µM | AID 2025 | actives 0.3% (n = 330,000);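 active means percent response vs DMSO below 50%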;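 further: median channel GFP fluorescence of the barcoded RPL19A-GFP strain; ratio of sample median GFP to plate DMSO average so 100% = DMSO; lower means less RPL19A-GFP as with rapamycin TOR inhibition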
CR mimetic SO: lowers age-related superoxide in aged yeast cells; actives 0.18% (n = 330,000); S. cerevisiae aged cells, superoxide DHE fluorescence; hits give low values; superoxide response (% of plate mean), % at 10 µM; AID 2690;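 active means superoxide response under a set limit, about three screen SD below normal, cut at about 65% in these data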;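 further: yeast aged for seven days with compound at 30 °C before DHE staining; 100% = average MFI of all compound-treated wells on the plate with controls excluded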
AGP1-GFP MLPCN: yeast TOR pathway AGP1-GFP modulation. actives 0.02% (n = 320,000). GFP response vs DMSO, % at 10 µM. S. cerevisiae AGP1-GFP multiplex flow cytometry, 3 h; GFP as percent of DMSO wells. AID 2066;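 active means GFP response relative to DMSO above a set limit, near screen average plus 3 SD, cut at about 150% in these data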;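 further: median GFP channel fluorescence of the gated AGP1 strain per well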
Efflux pump inh: antifungal efflux pump inhibition, Nile Red retention. S. cerevisiae Candida pump triplex. inhibition, % at 10 µM. actives 0.44% (n = 330,000). AID 485275;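 active means plate passing quality check with inhibition over a set limit, or well fluorescence over plate mean plus 4 SD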;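 further: Nile Red retained in pooled yeast measured as flow cytometry median fluorescence; 0% = buffer negative control and 100% = Enniatin B positive control; higher means more Nile Red kept so more efflux inhibition; some compounds called inactive have numbers as strong as hits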
LAP4-GFP MLPCN: alters LAP4-GFP fluorescence in TOR pathway yeast screen | GFP response vs DMSO, % at 10 µM | AID 2023 | actives 0.34% (n = 320,000) | S. cerevisiae LAP4-GFP multiplex, flow cytometry GFP, 3 h; median GFP as percent of DMSO wells;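 active means GFP response vs DMSO above a set limit, about the screen mean plus 3 SD, cut at about 150% in these data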
CIT2 TOR yeast: modulators of TOR pathway CIT2-GFP in S. cerevisiae. GFP response vs DMSO, % at 10 µM. actives 0.065% (n = 320,000). S. cerevisiae CIT2-GFP strain, flow cytometry, 3 h; 100 means same as DMSO wells. AID 2029;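 active means GFP response relative to DMSO above a set limit, near the screen mean plus 3 SD, cut at about 150% in these data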;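 further: ratio of well median GFP fluorescence to mean of DMSO wells on the plate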
AHR act: human AHR activation; P35869; actives 2.5% (n = 320,000); AID 2796; AHR-responsive luciferase reporter cells, luminescence; activation, % at 5 µM; in the data active means activation above about 47%;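 further: 0% = vehicle wells and 100% = reference agonist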
Target sequence (P35869 whole entry, looked up): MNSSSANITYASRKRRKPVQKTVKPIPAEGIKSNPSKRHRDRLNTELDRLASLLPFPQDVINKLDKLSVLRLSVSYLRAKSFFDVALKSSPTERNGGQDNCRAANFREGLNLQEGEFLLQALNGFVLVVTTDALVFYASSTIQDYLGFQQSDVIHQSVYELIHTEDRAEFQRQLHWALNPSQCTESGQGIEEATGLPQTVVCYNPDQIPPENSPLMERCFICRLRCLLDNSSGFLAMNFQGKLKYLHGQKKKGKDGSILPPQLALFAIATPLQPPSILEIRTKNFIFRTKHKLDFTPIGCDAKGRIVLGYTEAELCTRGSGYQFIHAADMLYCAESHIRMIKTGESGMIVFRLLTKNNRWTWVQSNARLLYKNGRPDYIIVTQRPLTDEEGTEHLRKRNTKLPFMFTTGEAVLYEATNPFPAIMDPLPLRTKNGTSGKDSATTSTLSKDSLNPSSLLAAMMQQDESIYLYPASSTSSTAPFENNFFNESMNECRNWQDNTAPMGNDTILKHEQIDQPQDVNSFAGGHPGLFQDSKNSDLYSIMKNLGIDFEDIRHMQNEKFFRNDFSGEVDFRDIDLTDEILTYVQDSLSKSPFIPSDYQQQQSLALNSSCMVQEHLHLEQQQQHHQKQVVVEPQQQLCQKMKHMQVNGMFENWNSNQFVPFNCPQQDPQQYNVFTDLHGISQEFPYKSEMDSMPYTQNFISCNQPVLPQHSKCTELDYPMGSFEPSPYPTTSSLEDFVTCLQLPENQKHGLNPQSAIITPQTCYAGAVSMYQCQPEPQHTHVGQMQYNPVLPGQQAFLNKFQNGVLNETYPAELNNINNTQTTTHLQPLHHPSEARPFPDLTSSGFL
MEP2 TOR yeast: alters MEP2-GFP fluorescence in TOR pathway yeast screen | S. cerevisiae MEP2-GFP strain, flow cytometry GFP, 3 h; 100% = DMSO control level | GFP response vs DMSO, % at 10 µM | actives 0.51% (n = 330,000) | AID 2016;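 active means GFP response versus DMSO above a set limit, roughly screen mean plus 3 SD, cut at about 180% in these data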;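 further: median GFP fluorescence of the barcode-gated MEP2-GFP cells per well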
* = called active by the depositor; & = joins results of further samples. Random draw from the library, and some 3.9% of all compounds hit somewhere here.

For CCOc1ccc2ccccc2c1C(=O)N[C@@H]1C(=O)N2[C@@H]1SC(C)(C)[C@@H]2C(=O)O the results were RPL19A TOR yeast 92&98, CR mimetic SO 106&104, AGP1-GFP MLPCN 87&90, Efflux pump inh -0.1&0.0, LAP4-GFP MLPCN 103&100, CIT2 TOR yeast 80&88, AHR act 0&-2 and MEP2 TOR yeast 92&92.
Cc1ccc(-n2c(SCC(N)=O)nnc2-c2ccco2)cc1 was read as RPL19A TOR yeast 101, CR mimetic SO 88, AGP1-GFP MLPCN 103, Efflux pump inh 0.1, LAP4-GFP MLPCN 83, CIT2 TOR yeast 116, AHR act 2 and MEP2 TOR yeast 119.
Screening Oc1cc(O)c2c(c1)O[C@H](c1ccc(O)c(O)c1)[C@@H](O)C2 returned RPL19A TOR yeast 95, CR mimetic SO 103, AGP1-GFP MLPCN 94, Efflux pump inh -0.1, LAP4-GFP MLPCN 92, CIT2 TOR yeast 87, AHR act 1 and MEP2 TOR yeast 99.
O=C(N/N=C/c1ccccc1F)c1cccc2ccccc12 was read as RPL19A TOR yeast 92, CR mimetic SO 96, AGP1-GFP MLPCN 102, Efflux pump inh 0.0, CIT2 TOR yeast 84, AHR act 6 and MEP2 TOR yeast 96.
CCCCCCCCSc1n[nH]c(N)n1 was read as RPL19A TOR yeast 98, CR mimetic SO 78, AGP1-GFP MLPCN 97, Efflux pump inh 0.0, LAP4-GFP MLPCN 94, CIT2 TOR yeast 99, AHR act -1 and MEP2 TOR yeast 96.
For COc1ccc(NC(=O)COC(=O)c2ccc3ccccc3n2)cc1 the results were RPL19A TOR yeast 112, CR mimetic SO 103, AGP1-GFP MLPCN 109, Efflux pump inh -0.2, LAP4-GFP MLPCN 109, CIT2 TOR yeast 115, AHR act 22 and MEP2 TOR yeast 111.
For CN(C)S(=O)(=O)N1CCC(CO)(Cc2cccc(C(F)(F)F)c2)CC1 the results were RPL19A TOR yeast 95, CR mimetic SO 101, AGP1-GFP MLPCN 94, Efflux pump inh 0.2, LAP4-GFP MLPCN 97, CIT2 TOR yeast 91, AHR act 1 and MEP2 TOR yeast 90.
Cc1ccc(OCc2nnc(N)s2)cc1 was read as RPL19A TOR yeast 96, CR mimetic SO 100, AGP1-GFP MLPCN 100, Efflux pump inh 0.0, LAP4-GFP MLPCN 95, CIT2 TOR yeast 94, AHR act -1 and MEP2 TOR yeast 103.
`CC(C)NC(=O)Cn1nnc(-c2ccc(Cl)cc2)n1` gave RPL19A TOR yeast 99, CR mimetic SO 89, AGP1-GFP MLPCN 92, Efflux pump inh 0.1, LAP4-GFP MLPCN 92, CIT2 TOR yeast 94, AHR act -1 and MEP2 TOR yeast 98.
Screening COc1ccc(/C=C(\C#N)C(=O)Nc2cc(S(=O)(=O)N3CCOCC3)ccc2N2CCCC2)cc1 returned RPL19A TOR yeast 98, CR mimetic SO 103, AGP1-GFP MLPCN 98, Efflux pump inh 0.1, LAP4-GFP MLPCN 108, CIT2 TOR yeast 90, AHR act -8 and MEP2 TOR yeast 106.
c1ccc(-c2ncc3c(ccc4ccccc43)n2)cc1 was read as RPL19A TOR yeast 107, CR mimetic SO 97, AGP1-GFP MLPCN 104, Efflux pump inh 0.0, LAP4-GFP MLPCN 116, CIT2 TOR yeast 107, AHR act 43 and MEP2 TOR yeast 113.
Screening CC(C)N(Cc1nc(-c2ccc3c(c2)OCO3)no1)Cc1nccn1C returned RPL19A TOR yeast 107, CR mimetic SO 98, AGP1-GFP MLPCN 105, Efflux pump inh -0.1, LAP4-GFP MLPCN 98, CIT2 TOR yeast 104, AHR act 61* and MEP2 TOR yeast 106.
`Cn1c(CSCc2ccccc2)nnc1SCC(=O)Nc1ccc(C(=O)O)cc1` gave RPL19A TOR yeast 108, CR mimetic SO 89, AGP1-GFP MLPCN 99, Efflux pump inh 0.2, LAP4-GFP MLPCN 93, CIT2 TOR yeast 101, AHR act 1 and MEP2 TOR yeast 115.
For COC(=O)COc1ccc(S(=O)(=O)Nc2ccc(C(N)=O)cc2)cc1 the results were RPL19A TOR yeast 101, CR mimetic SO 87, AGP1-GFP MLPCN 109, Efflux pump inh 0.0, LAP4-GFP MLPCN 97, CIT2 TOR yeast 104, AHR act 0 and MEP2 TOR yeast 105.
Screening Cc1noc(N)c1C(=O)Nc1ccc(F)cc1 returned RPL19A TOR yeast 98, CR mimetic SO 97, AGP1-GFP MLPCN 109, Efflux pump inh -0.1, LAP4-GFP MLPCN 100, CIT2 TOR yeast 100, AHR act 1 and MEP2 TOR yeast 93.
Screening COc1ccc(-c2c(C)nn3c(NC4CCCC4)cc(C)nc23)cc1OC returned RPL19A TOR yeast 107, CR mimetic SO 103, AGP1-GFP MLPCN 95, Efflux pump inh 0.4, LAP4-GFP MLPCN 97, CIT2 TOR yeast 101, AHR act 24 and MEP2 TOR yeast 118.
Screening O=C1CCCc2oc3ccc(O)cc3c21 returned RPL19A TOR yeast 94, CR mimetic SO 103, AGP1-GFP MLPCN 93, Efflux pump inh 0.1, LAP4-GFP MLPCN 94, CIT2 TOR yeast 97, AHR act -4 and MEP2 TOR yeast 100.
Cc1c(C(=O)N2CCC2)oc2c(F)cccc12 was read as RPL19A TOR yeast 110, CR mimetic SO 79, AGP1-GFP MLPCN 118, Efflux pump inh 0.1, LAP4-GFP MLPCN 125, CIT2 TOR yeast 112, AHR act 11 and MEP2 TOR yeast 128.
CCCCCCCNC(=O)C1(CC2CC(c3ccc(Cl)cc3)=NO2)CCN(C(=O)CCCCCBr)CC1 (configuration not stated) was read as RPL19A TOR yeast 105, CR mimetic SO 109, AGP1-GFP MLPCN 91, Efflux pump inh 0.0, LAP4-GFP MLPCN 101, CIT2 TOR yeast 88, AHR act -1 and MEP2 TOR yeast 99.
O=C1CC(c2ccc(F)cc2)c2cc3c(cc2N1)CCC3 (configuration not stated) was read as RPL19A TOR yeast 97, CR mimetic SO 111, AGP1-GFP MLPCN 108, Efflux pump inh 0.0, LAP4-GFP MLPCN 93, CIT2 TOR yeast 94, AHR act 17 and MEP2 TOR yeast 96.
CCC(=O)Nc1ccc2oc(-c3cccc(C)c3)nc2c1 was read as RPL19A TOR yeast 97, CR mimetic SO 123, AGP1-GFP MLPCN 86, Efflux pump inh -0.2, LAP4-GFP MLPCN 94, CIT2 TOR yeast 80, AHR act -4 and MEP2 TOR yeast 98.
For Cc1cc(O)cc(=O)n1CCc1ccccc1 the results were RPL19A TOR yeast 104, CR mimetic SO 104, AGP1-GFP MLPCN 105, Efflux pump inh -0.1, LAP4-GFP MLPCN 87, CIT2 TOR yeast 110, AHR act -1 and MEP2 TOR yeast 110.
CCC1CN(C(=O)Nc2cccc(C)c2)c2cc(C)ccc2O1 (configuration not stated) was read as RPL19A TOR yeast 98, CR mimetic SO 104, AGP1-GFP MLPCN 87, Efflux pump inh -0.1, LAP4-GFP MLPCN 100, CIT2 TOR yeast 101, AHR act 9 and MEP2 TOR yeast 70.
`CCc1nnc(NC(=O)CC(CN(C)S(=O)(=O)c2ccccc2)c2ccccc2)s1` (configuration not stated) gave RPL19A TOR yeast 99, CR mimetic SO 105, AGP1-GFP MLPCN 108, Efflux pump inh 0.0, LAP4-GFP MLPCN 103, CIT2 TOR yeast 101, AHR act -3 and MEP2 TOR yeast 109.
COCCN(Cc1ccccc1)C(=O)c1cc(S(=O)(=O)N2CCCCCC2)ccc1OC was read as RPL19A TOR yeast 85, CR mimetic SO 105, AGP1-GFP MLPCN 94, Efflux pump inh 0.1, LAP4-GFP MLPCN 94, CIT2 TOR yeast 92, AHR act 0 and MEP2 TOR yeast 93.
Screening COc1ccc(C(C(=O)NC(C)(C)C)N(C(=O)CCC(=O)Nc2cc(C)on2)c2ccc3c(c2)OCCO3)cc1 (configuration not stated) returned RPL19A TOR yeast 106, CR mimetic SO 104, AGP1-GFP MLPCN 110, Efflux pump inh 0.1, LAP4-GFP MLPCN 103, CIT2 TOR yeast 108, AHR act 1 and MEP2 TOR yeast 105.
`CCOC(=O)C1CCN(CCC(=O)Nc2cc(C)ccc2C)CC1` gave RPL19A TOR yeast 103, CR mimetic SO 102, AGP1-GFP MLPCN 99, Efflux pump inh 0.1, LAP4-GFP MLPCN 88, CIT2 TOR yeast 104, AHR act 0 and MEP2 TOR yeast 100.
For CCCCC(=O)NC(c1ccc(N(CC)CC)cc1)c1ccc2cccnc2c1O (configuration not stated) the results were RPL19A TOR yeast 107, CR mimetic SO 88, AGP1-GFP MLPCN 107, Efflux pump inh -0.1, LAP4-GFP MLPCN 96, CIT2 TOR yeast 110, AHR act 1 and MEP2 TOR yeast 108.
For CCCOP(=O)(OCCC)C(NC(=O)C(C)(C)C)c1ccccc1 (configuration not stated) the results were RPL19A TOR yeast 101, CR mimetic SO 110, AGP1-GFP MLPCN 102, Efflux pump inh -0.1, LAP4-GFP MLPCN 101, CIT2 TOR yeast 99, AHR act -2 and MEP2 TOR yeast 100.
`Cc1ccc(OC(C)C(=O)Nc2ncc(Cl)cc2Cl)c([N+](=O)[O-])n1` (configuration not stated) gave RPL19A TOR yeast 99, CR mimetic SO 107, AGP1-GFP MLPCN 101, Efflux pump inh 0.4, LAP4-GFP MLPCN 94, CIT2 TOR yeast 81, AHR act -1 and MEP2 TOR yeast 96.
For Cc1cc(OC(=O)N2CCOCC2)cc(C)c1Cl the results were RPL19A TOR yeast 97, CR mimetic SO 101, AGP1-GFP MLPCN 84, Efflux pump inh 0.0, LAP4-GFP MLPCN 101, CIT2 TOR yeast 94, AHR act 3 and MEP2 TOR yeast 98.
For CCc1nnc(NC(=O)CSc2nc(C)c3c(c2C#N)CCCC3)s1 the results were RPL19A TOR yeast 99, CR mimetic SO 108, AGP1-GFP MLPCN 103, Efflux pump inh 0.0, LAP4-GFP MLPCN 101, CIT2 TOR yeast 99, AHR act -8 and MEP2 TOR yeast 100.
For N#CCCn1ncn(-c2ccccc2)c1=S the results were RPL19A TOR yeast 104, CR mimetic SO 108, AGP1-GFP MLPCN 104, Efflux pump inh 0.0, LAP4-GFP MLPCN 99, CIT2 TOR yeast 103, AHR act 18 and MEP2 TOR yeast 102.
Screening COc1ccc(CNC(=O)c2cccs2)cc1 returned RPL19A TOR yeast 95, CR mimetic SO 118, AGP1-GFP MLPCN 97, Efflux pump inh 0.0, LAP4-GFP MLPCN 96, CIT2 TOR yeast 98, AHR act 0 and MEP2 TOR yeast 98.
O=C1NC(Cc2ccccc2)c2nc3ccc(Cl)cc3c(=O)n2-c2ccccc21 (configuration not stated) was read as RPL19A TOR yeast 109, CR mimetic SO 96, AGP1-GFP MLPCN 114, Efflux pump inh 0.1, LAP4-GFP MLPCN 108, CIT2 TOR yeast 105, AHR act 8 and MEP2 TOR yeast 107.
Screening COc1cc(NC(=S)N2CCN(CCO)CC2)cc(OC)c1 returned RPL19A TOR yeast 106, CR mimetic SO 106, AGP1-GFP MLPCN 106, Efflux pump inh 0.0, LAP4-GFP MLPCN 88, CIT2 TOR yeast 117, AHR act 3 and MEP2 TOR yeast 104.
For O=C(CN1C(=O)c2cccc3cccc(c23)C1=O)N1CCCCCC1 the results were RPL19A TOR yeast 100, CR mimetic SO 107, Efflux pump inh 0.0, LAP4-GFP MLPCN 92, CIT2 TOR yeast 101, AHR act 0 and MEP2 TOR yeast 98.
For c1ccc(-c2ccc(Oc3cc(N4CCOCC4)nc(-c4ccccc4)n3)cc2)cc1 the results were RPL19A TOR yeast 102, CR mimetic SO 101, AGP1-GFP MLPCN 102, Efflux pump inh -0.1, LAP4-GFP MLPCN 110, CIT2 TOR yeast 108, AHR act 2 and MEP2 TOR yeast 104.
